Screens deposited in PubChem by The Scripps Research Institute Molecular Screening Center.
TTR transcr act – TTR transcription activation, primary screen; SH-SY5Y TTR promoter Gaussia luciferase, luminescence; 100% = recombinant luciferase protein wells; AID 1117267; 1.3% of 92,000 active; activation, % at 16.7 µM;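 active = activation above the mean of all tested compounds plus 3 SD, cut at about 9.5% in these data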;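 also: cells exposed to compounds for one day before reading; 0% = median of all test compound wells on the plate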
Starred values were filed as active, the others as inactive.

TTR transcr act	molecule
-1.4	CCOC(=O)C1=C(N)Oc2cc(O)ccc2C1c1ccccc1 (stereo unspecified)
-0.6	CCOC(=O)c1nn(-c2ccc(F)cc2)c2nc(Nc3ccccc3)cc(=O)n12
-0.2	COc1ccc(-c2[nH]ncc2CNC(C)c2cn(C)nc2C)c(F)c1 (stereo unspecified)
-0.4	O=C(Cc1ccccc1)N1CCCC(c2nc(-c3ccc(S(=O)(=O)N4CCCC4)cc3)no2)C1 (stereo unspecified)
0.2	CC1=CCC2C(=O)N(C(C)c3ccccc3)C(=O)C2C1 (stereo unspecified)
7.7	O=C(Cc1cccs1)N/N=C/C=C/c1ccccc1[N+](=O)[O-]
-0.1	C[C@H]1COC(=O)[C@@H](NC(=O)OCC2c3ccccc3-c3ccccc32)C/C=C\C[C@H](CC(=O)NCCO)C(=O)N1
0.5	O=C(Cn1nc(-c2ccc(Cl)cc2)ccc1=O)NCC1CCCO1 (stereo unspecified)

Entries listed so far that contain fluorine (2):
TTR transcr act	molecule
-0.6	CCOC(=O)c1nn(-c2ccc(F)cc2)c2nc(Nc3ccccc3)cc(=O)n12
-0.2	COc1ccc(-c2[nH]ncc2CNC(C)c2cn(C)nc2C)c(F)c1 (stereo unspecified)

Later entries.
TTR transcr act	molecule
0.6	CN1CCN(/C=C(\C#N)S(=O)(=O)c2ccc(Cl)cc2)CC1
0.7	CN(CC(=O)NC1CCCc2ccccc21)S(=O)(=O)c1cccs1 (stereo unspecified)
0.1	CCN(Cc1ccccc1)S(=O)(=O)c1ccc(C(=O)Nc2nnc(C3CC3)o2)cc1
-0.2	O=S(=O)(c1cccc(-c2cn3cccnc3n2)c1)N1CCOCC1
0.6	Cc1ccc(C)c(NC(=S)N(Cc2cccc(Br)c2)CC2CCC(C(=O)O)CC2)c1 (stereo unspecified)
4.2	Cc1cc(C(=O)NCCCN2CCCC2=O)cs1
0.8	CN(C(=O)COC(=O)c1ccc(C#N)cc1)c1ccccc1
-0.5	COc1ccc2c(c1)CCCC2=O
0.1	CCc1ccc(-c2nc(NC(=O)c3ccc(OCC(=O)Nc4ccc(F)cc4)c(OC)c3)sc2C)cc1
-1.5	CCC(C)NCc1ccc(C(=O)OC)o1 (stereo unspecified)
0.9	Cc1sc2ncnc(SCC(=O)N3c4ccccc4Sc4ccc(Cl)cc43)c2c1C
0.1	O=C(Cn1cc(SCc2cccc(Cl)c2)c2ccccc21)N1CCOCC1
0.6	Cc1cc(/C=C(\C#N)C(=O)N2CCOCC2)c(C)n1C1CCCC1
3.8	CC(=O)c1c(C)oc2ccc(OCc3ccccc3)cc12
-0.4	CN(C)S(=O)(=O)c1cccc(COC(=O)CN2C(=O)NC3(CCCC3)C2=O)c1
-1.2	O=C(COc1ccccc1)N1CCN(S(=O)(=O)c2cccs2)CC1
-1.1	CNC(=S)N/N=C(\C)c1ccc(N2CCOCC2)cc1
-0.4	CCOC(=O)c1sc(C)c2c1NC(C)(c1cccc3ccccc13)NC2=O (stereo unspecified)
-1.5	CCOc1ccc(Cl)cc1S(=O)(=O)NCc1cccnc1
0.9	Cc1cccc(NC(=O)c2oc3c(c2C)C(=O)CC(C)(C)C3)n1
2.1	Cc1cc(C)c[n+](-c2nc3ccccc3nc2C(=C=[N-])C#N)c1
1.7	O=C1NC(=O)/C(=C/c2ccc(N3CCOCC3)o2)N1
2.3	CCN(C(=O)COC(=O)Cc1cccc2ccccc12)C1CCS(=O)(=O)C1 (stereo unspecified)
2.5	CCOC(=O)c1ccc(N=CC2=C(O)CC(C)(C)CC2=O)cc1
-0.2	CC(C)(C)OC(=O)NCCc1onc(-c2ccccc2F)c1C(=O)O
6.8	COc1ccc(Br)cc1CN(C)CC(=O)Nc1c(Cl)ccc(C)c1Cl
3.0	CC(C)CC(NS(=O)(=O)c1ccc2c(c1)oc(=O)n2C)C(=O)N1CC=C(c2ccccc2)CC1 (stereo unspecified)
14*	O=C(Cn1nc(C(F)(F)F)c2c1CCCC2)NCc1ccco1
-5.9	O=C(Nc1ccc(-c2nc3ccccc3s2)cc1)c1cc(-n2cnnc2)ccc1Cl
-1.8	Cn1c(/C=N/O)nc2ccccc21
-0.7	CC(C)Cn1c(SCC(=O)Nc2cccnc2Cl)nnc1-c1ccco1
-1.2	CCOc1ccc2[nH]c(C)c(CN3CCCCCC3)c(=O)c2c1
-1.5	COc1cccc(/C=N/n2c(-c3cc(C)[nH]n3)n[nH]c2=S)c1O
-0.4	CCN(/N=C/c1ccc(N(C)C)cc1)c1nc2ccccc2[nH]1
-1.7	CCOc1cc2[nH]c(=S)n(CCCN(CC)CC)c(=O)c2cc1OCC
0.2	N#C/C(=C\C=C\c1ccccc1)C(=O)N1CCCC1
2.1	CN(Cc1cccc(Cl)c1)C(=O)C1CSC2(C)CCC(=O)N12 (stereo unspecified)
0.6	COC(=O)C(Cc1ccc(O)cc1)NC(=O)CCOc1ccc(OC)cc1 (stereo unspecified)
4.6	COCc1cc(=O)n2[nH]c(-c3ccccc3)cc2n1
-1.8	COc1ccc2c(c1)OC[C@H]1[C@H]2N2C(=O)c3ccc(C)cc3NC(=O)[C@@]2(C)[C@H]1c1ccccc1
3.6	O=C(NCc1cccs1)C1CCCN1C(=O)NC1CCCCC1 (stereo unspecified)
0.7	COc1cc(Cl)c(C)cc1NC(=O)CNC(C)c1ccccc1OC (stereo unspecified)
0.5	C=C(O[C@H]1[C@H](O)CC=C(C(=O)O)[C@@H]1O)C(=O)O
-0.2	CC(C)c1cc(CN2CCOCC2)cc(C(C)C)c1O
-1.1	CC(=C/c1ccccc1)/C=N/NC(=O)CSc1nc(C)cc(C)n1
0.4	OCCOCCn1c2ccccc2c2ccccc21
-4.6	CC(=O)c1ccc(NC(=O)Nc2ccc(NS(=O)(=O)c3ccc(C)cc3)cc2)cc1
-2.2	CC(C)Cn1c(/C=C/c2ccco2)nc2ccccc21
-0.8	Cc1nnsc1C(=O)N1CCCC(Nc2ccc(C(C)C)cc2)C1 (stereo unspecified)
-1.1	COc1ccccc1NC(=O)CCCCCN1C(=O)c2cccc3cccc(c23)C1=O
1.4	COc1ccc(/C=C/c2c([N+](=O)[O-])c(=O)n(C)c(=O)n2C)cc1O
0.9	COCC(=O)Nc1nnc(SCC(=O)N2C(C)CCCC2C)s1 (stereo unspecified)
-0.1	CC(C)COC(=O)N(C)C[C@H]1OCc2cn(nn2)CCCC(=O)N([C@H](C)CO)C[C@@H]1C
-0.1	COc1ccc(Cc2cc(-c3ccc(F)cc3)n[nH]c2=O)cc1
8.8	O=S(=O)(c1ccc2c(c1)CCC2)N1CCNCC1
0.9	Cc1cccc2nc(-c3cccnc3)c(NCCC(C)C)n12

(listing goes on)
TTR transcr act	molecule
1.6	Cc1ccc2c(C(=O)CNc3nncs3)c(C)[nH]c2c1
-1.4	COc1ccc(C(C(=O)Nc2c(C)cccc2C)n2c(=O)c(-c3ccccc3)nc3ccccc32)cc1 (stereo unspecified)
0.3	Cc1cccc(CN2CCN(Cc3ccc(-n4cccn4)cc3)CC2CCO)n1 (stereo unspecified)
2.2	c1ccc2sc(-c3ccncc3)nc2c1
-0.5	CCOC(=O)c1c(NC(=O)CSc2nnc(N)s2)sc(C)c1-c1ccc(C)cc1
-0.9	Cc1ccc(NC(=O)CCn2cnc3ccccc3c2=O)c(C)c1
-1.8	CN(C)c1ccc(-c2nc3ccccn3c2/N=C/c2ccc(Br)cc2)cc1
2.6	CCC(C)NC(=O)CO/N=C/c1ccc(C(=O)OC)cc1 (stereo unspecified)
-0.8	COC(=O)/C=C/c1ccsc1NC(C)=O
0.9	COCCNCc1ccc(C(C)C)cc1
0.0	C[C@H](NC(=O)c1[nH]cnc1C(=O)Nc1cccc(Cl)c1)c1ccccc1
0.3	C=CCN1C(=O)NC(c2ccccc2)(C(F)(F)F)S/C1=C(\C#N)c1nnc(N2CCOCC2)n1-c1ccccc1 (stereo unspecified)
-1.2	Cc1ccc(OS(=O)(=O)c2ccc(-c3csc(C)n3)s2)c(C)c1
1.4	O=S(=O)(NCc1ccccc1Br)c1cccs1
-1.5	C[C@H](CO)N1C[C@H](C)[C@@H](CN(C)S(=O)(=O)c2ccccc2)OCc2cn(nn2)CCCC1=O
5.7	O=C(NC(N1CCOCC1)C(Cl)(Cl)Cl)c1ccc(Br)cc1 (stereo unspecified)

4 entries from above, as labelled records.
> COc1ccc2c(c1)OC[C@H]1[C@H]2N2C(=O)c3ccc(C)cc3NC(=O)[C@@]2(C)[C@H]1c1ccccc1
  TTR transcr act = -1.8

> O=C(NCc1cccs1)C1CCCN1C(=O)NC1CCCCC1 (stereo unspecified)
  TTR transcr act = 3.6

> COc1cc(Cl)c(C)cc1NC(=O)CNC(C)c1ccccc1OC (stereo unspecified)
  TTR transcr act = 0.7

> C=C(O[C@H]1[C@H](O)CC=C(C(=O)O)[C@@H]1O)C(=O)O
  TTR transcr act = 0.5

Continuation.
TTR transcr act	molecule
-1.9	CSc1nc(N2CCOCC2)c2c3c(sc2n1)CCCC3
2.1	COC(=O)c1ccc(CN2CCc3ccccc32)cc1
0.8	Cc1ccc(N(Cc2cc3ccccc3[nH]c2=O)S(=O)(=O)c2ccccc2)cc1
2.1	COc1ccc(CC(=O)O/N=C(\N)Cc2cccc3ccccc23)cc1OC
-0.1	CC(C)(Oc1ccc(Cl)cc1)C(=O)OCC(=O)NCCc1ccccc1
-2.7	Cn1cccc1C(=O)Nc1ccc(N2CCOCC2)cc1
1.1	CN(C)CCCNc1cc(C(C)(C)C)nc2c(-c3ccc(Cl)cc3)cnn12
-0.6	COC(=O)c1ccc(OS(=O)(=O)N(C)C)cc1

Six of the entries above in order of their number in TTR transcr act, falling.
TTR transcr act	molecule
2.1	COc1ccc(CC(=O)O/N=C(\N)Cc2cccc3ccccc23)cc1OC
0.8	Cc1ccc(N(Cc2cc3ccccc3[nH]c2=O)S(=O)(=O)c2ccccc2)cc1
-0.1	CC(C)(Oc1ccc(Cl)cc1)C(=O)OCC(=O)NCCc1ccccc1
-0.6	COC(=O)c1ccc(OS(=O)(=O)N(C)C)cc1
-1.9	CSc1nc(N2CCOCC2)c2c3c(sc2n1)CCCC3
-2.7	Cn1cccc1C(=O)Nc1ccc(N2CCOCC2)cc1

Next structures follow.
TTR transcr act	molecule
3.2	Cc1ccc(S(=O)(=O)Oc2cccc(N3C(=O)C4CC=CCC4C3=O)c2)cc1 (stereo unspecified)
1.4	CSc1ncccc1C(=O)Nc1nc2ccc(F)cc2s1
-3.2	CCOC(=O)c1c(C)c(C(=O)Nc2cc(OC)ccc2OC)c(C)n1CC
4.8	CCc1noc(C)c1C(=O)Nc1nc(-c2ccccc2)c(C(C)=O)s1
1.7	CC1(C)OC2OC(C(=O)N/N=C/c3cc(Br)ccc3O)C3OC(C)(C)OC3C2O1 (stereo unspecified)
1.2	CC1CCCCN1S(=O)(=O)c1csc(C(N)=O)c1 (stereo unspecified)
8.1	COc1ccc(OCCn2cc(/C(N)=N/O)c3ccccc32)cc1
-1.1	CCOC(=O)CSc1n[nH]c(NC(C)=O)n1
-0.4	CC(/C=N\NC(=O)CN1CCN(Cc2ccccc2)CC1)=C\c1ccco1
4.2	Cc1cc(C)c(C#N)c(SCc2ccccc2[N+](=O)[O-])n1
-0.1	O=C1CN(S(=O)(=O)c2ccccc2)CCN1
2.4	Cc1ccc(NC(=O)COC(=O)Cc2csc(-c3ccc(Cl)cc3)n2)cc1C
1.5	CCC(CO)Nc1ccc(-c2nn(C)c(=O)c3ccccc23)cc1[N+](=O)[O-] (stereo unspecified)
5.2	C=CCNC1CCC12CCC(c1ccccc1)CC2 (stereo unspecified)
1.1	CCOC(=O)N1CCN(C(=O)C[C@@H]2C(=O)N(CCc3ccc(Cl)cc3)C3=CCCC[C@]32C(=O)OCC)CC1
2.7	O=C(Nc1cccnc1)c1cc(-c2ccc(Br)cc2)on1
1.8	COc1cccc(C(=O)N/N=C(\C)CC(=O)Nc2ccc(N(C)C)cc2)c1
1.2	Cc1ccc(NC(=O)CNCc2ccccc2OCC(=O)Nc2ccc(I)cc2)cc1
-1.0	C[C@H](CO)N1C[C@H](C)[C@@H](CN(C)C(=O)Nc2ccc3c(c2)OCO3)Oc2ccc(NC(=O)Cc3ccccc3)cc2C1=O
-1.5	CN(C)CCCNC(=S)N1CCN(c2nc(-c3ccccc3)cs2)CC1
1.2	CCc1ccc(C(=O)COC(=O)CNC(=O)CNS(=O)(=O)c2ccccc2)cc1
-6.3	Cc1cc(C)nc(OC(C(=O)O)C(OCCc2ccccc2)(c2ccccc2)c2ccccc2)n1 (stereo unspecified)
6.5	CCN(CC(=O)Nc1ccc2c(c1)OCCO2)C(=O)/C=C/c1ccccc1
-1.0	COc1ccc(CCN2C(=O)c3[nH]nc(-c4ccccc4O)c3C2c2cccc(O)c2)cc1OC (stereo unspecified)

Random excerpt: 2 entries already listed
TTR transcr act	molecule
-1.0	COc1ccc(CCN2C(=O)c3[nH]nc(-c4ccccc4O)c3C2c2cccc(O)c2)cc1OC (stereo unspecified)
1.2	Cc1ccc(NC(=O)CNCc2ccccc2OCC(=O)Nc2ccc(I)cc2)cc1

(next part)
TTR transcr act	molecule
-0.2	C=CCNCCOCCOc1ccc(C)cc1Br
3.8	COC(=O)Cn1cnc2sc3c(c2c1=O)CCCC3
4.2	Cc1ccc(Nc2nc(C(=O)NCCCN3CCOCC3)cs2)cc1
-0.7	CCO/C(=C/c1sc2ccc(OC)cc2[n+]1CCCS(=O)(=O)[O-])CC
-0.4	O=C(N/N=C/c1[nH]c2ccccc2c1Cl)c1cccc(Br)c1
0.9	Cc1occc1C(=O)Nc1ccc2ccccc2c1
-1.0	O=C(N/N=C/C=C/c1ccc([N+](=O)[O-])cc1)c1cccs1
-4.9	Cc1ccc(Cl)cc1N1CCN(C(=O)CCS(=O)(=O)c2ccc3c(c2)NC(=O)CO3)CC1
0.4	Cc1nc(C(=O)N(C)C)nn1-c1ccc(Cl)cc1Cl
0.1	CC(C)(C)CC(=O)Nc1cc2c3c(c1)CCC(=O)N3CCC2
4.8	NC(=O)C1CCN(c2ncnc3c2c(-c2ccccc2)cn3-c2ccccc2)CC1
-0.6	CNC(=S)NNC(=O)CSCc1c(Cl)cccc1Cl
2.8	O=C(OC1CCOC1=O)c1cncc(Br)c1 (stereo unspecified)
-2.5	O=S(=O)(c1ccccc1)c1cc(O)ccc1O
0.0	COc1ccc(CNC(=O)/C=C/c2ccccc2[N+](=O)[O-])cc1
-1.9	O=C(NCCCc1ccccc1)C1CCN(S(=O)(=O)c2ccc(F)cc2)CC1

Some of the compounds tested (hit frequency here may not be typical).
